Compound activity from PubChem.
DRD3 antagonist = D3 dopamine receptor (human) antagonism; P35462; D3R cells, DiscoveRx beta-arrestin luminescence, antagonist mode; active compounds read low; max response, negative = inhibition, %; 2.5% of 360,000 active; in the data active = max response below about -50%; inconclusive = no clear call, values can overlap the other calls; note: % is set by controls: 0 for no effect and ±100 for the full control effect; mostly tested at two doses, the higher about 12 µM
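Cells expressing the human receptor were seeded at 1500 cells/well, incubated overnight at 37 degrees C in 5% CO2, then exposed to library compounds with dopamine controls for 90 minutes at 37 degrees C before luminescent detection.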
aSyn yeast inh = rescues yeast growth from alpha-synuclein toxicity. Yeast expressing alpha-synuclein, growth rescue, BacTiter-Glo, 24 h. Potency, µM (series often up to 46.1 µM), for inactives: at the highest dose growth rescue (activation), actives largely listed as activators. 0.14% of 370,000 active; note: potency is the fitted concentration of half-maximal effect; % of control where 0% means no effect; nearly all actives have a fitted effect of over 65% in size
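Rescue of yeast growth: cells expressing toxic alpha-synuclein, induced in galactose at OD600 0.02, incubated with compound 24 h at 30 C. ATP luminescence quantified growth; inhibitors of toxicity appear as activators.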
GLP-1R inv ag = acts as inverse agonist at human GLP-1 receptor | 1.6% of 410,000 active | Potency, µM (doses to about 38.3 µM), for the others: at the top dose activity change, negative = inhibition, hits mostly inhibitors | HEK293 GLP-1R CRE-luciferase, luminescence, 24 h; GLP-1R form is constitutively active | P43220 | AID 624417; note: potency is the fitted concentration of half-maximal effect; % is set by controls: 0 for no effect and ±100 for the full control effect; nearly all actives have a fitted effect of over 55% in size
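Stable HEK293 clone (constitutively active GLP-1R + cAMP-response luciferase); 200 cells/uL plated, 12 h pre-culture, compound 24 hr, 37 deg C/5% CO2; detection reagent 12 min RT; luminescence.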
PTHR1 ag = activates the human parathyroid hormone receptor PTHR1. HEK293 GP2 PTHR1 cells, GloSensor cAMP luminescence, 1 h. Potency, µM (top dose mostly 115 µM), for the others: top-dose activation, most hits filed as activators. 0.075% of 410,000 active. AID 743266; note: potency is the fitted concentration of half-maximal effect; nearly all actives have a fitted effect of over 55% in size; some results filed as inactive show a strong effect at the top dose; inactives centre near -15; many of its hits are not listed in these tables
Target sequence (Q03431 whole entry, looked up): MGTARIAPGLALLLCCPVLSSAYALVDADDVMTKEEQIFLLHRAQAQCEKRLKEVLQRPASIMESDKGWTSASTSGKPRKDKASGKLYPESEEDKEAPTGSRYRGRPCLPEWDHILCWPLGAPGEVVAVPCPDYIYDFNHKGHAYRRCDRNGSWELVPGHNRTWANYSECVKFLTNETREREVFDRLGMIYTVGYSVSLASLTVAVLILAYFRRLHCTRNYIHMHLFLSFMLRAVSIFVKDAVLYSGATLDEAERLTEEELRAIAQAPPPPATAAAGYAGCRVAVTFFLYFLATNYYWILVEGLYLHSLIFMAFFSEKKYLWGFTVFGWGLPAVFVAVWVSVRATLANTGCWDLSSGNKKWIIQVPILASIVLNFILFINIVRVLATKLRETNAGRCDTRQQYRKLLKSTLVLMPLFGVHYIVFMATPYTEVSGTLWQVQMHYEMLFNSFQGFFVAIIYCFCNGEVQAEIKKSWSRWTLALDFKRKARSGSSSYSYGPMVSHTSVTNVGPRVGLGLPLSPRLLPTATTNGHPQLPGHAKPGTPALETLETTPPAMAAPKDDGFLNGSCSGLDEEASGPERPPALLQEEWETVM
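HEK-293-derived GP2 cells expressing PTHR1 and a GloSensor cAMP reporter, 3,000/well, plated overnight, given luciferin plus IBMX (each 0.5 mM as added) for 1 h at 37 °C, then compound for 1 h at 37 °C. Luminescence was read after 15 min at room temperature.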
GLP1R ag = agonists of human GLP-1 receptor. HEK293 GLP-1R CRE-luciferase, luminescence, 4-6 h; cells express a hypersensitive GLP-1R form. Potency, µM (highest dose often 45.6 µM), without a hit: top-dose activation, most hits filed as activators. 0.007% of 380,000 active. AID 624172; note: potency is the fitted concentration of half-maximal effect; % of control where 0% means no effect
Abeta yeast res = restores growth of yeast expressing A-beta42 peptide. yeast expressing A-beta42, growth rescue, OD600, 48 h; response scale: 0% DMSO, 100% iron-clioquinol control. Potency, µM (series often up to 46.1 µM), without a hit: at the highest dose growth rescue, hits mostly activators. 0.063% of 410,000 active. AID 1347071; note: potency is the fitted concentration of half-maximal effect; nearly all actives have a fitted effect of over 55% in size
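Yeast A-beta toxicity model in growth medium with pinned compounds, 48 h at 30 C; growth read as absorbance at 600 nm. Normalized to FeCl3/clioquinol equimolar mix (positive) and DMSO (negative).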
FUS yeast rescue = rescues growth of FUS-expressing yeast; S. cerevisiae FUS-expressing, growth rescue, OD600, 24 h; Potency, µM (series often up to 76.6 µM), for inactives: at the highest dose growth rescue (activation), usual class: activators; 0.24% of 390,000 active;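 note: potency is the fitted concentration of half-maximal effect; plate controls were DMSO vehicle for no effect and reference control for full effect; nearly all actives have a fitted effect of over 55% in size; some results filed as inactive show a strong effect at the top dose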
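Absorbance at 600 nm, taken 24hr after compound addition, measured rescue of FUS-yeast growth at 30C. Induction used 2% galactose with seeding at OD 0.005. Controls: CP55940 from 92uM final, DMSO only.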
TDP43 rescue = rescues yeast growth from TDP-43 toxicity; TDP-43 expressing yeast growth rescue, BacTiter-Glo, 24 h; 1.8% of 410,000 active; Potency, µM (highest dose often 46.1 µM), for the others: at the top dose growth rescue (activation), actives largely listed as activators; AID 652104; note: potency is the fitted concentration of half-maximal effect; % of control where 0% means no effect; nearly all actives have a fitted effect of over 50% in size
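Cell-based yeast growth screen: TDP-43 expression induced in galactose, inoculum OD600=0.02 after raffinose pregrowth to mid-log. Read-out BacTiter-Glo luminescence at 24 hr, 30 deg C; inhibition of toxicity seen as signal increase.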
pAkt inh = inhibitors of Akt phosphorylation; Neuro2A IGF-stimulated pAkt S473 HTRF, 20 min; active compounds read low; 0.32% of 360,000 active; activity change, % for hits at 50 µM; in the data active = activity change below about -80%; inconclusive = mostly about -51% to -80%; note: % is set by controls: 0 for no effect and ±100 for the full control effect
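Neuro2A cells in DMEM with 0.5% FBS, overnight at 37 deg C, given compound at single 50 µM final, then IGF (6 nM final) for 20 min at 37 deg C. Lysed; phospho-Akt Ser473 by HTRF after 24 h, 665/615 ratio.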
An asterisk follows results filed as active; i = inactive; ? = inconclusive; / = no result given; & = joins results of further samples; [ ] = remark or other dose. Unless noted, calls come from the whole dose curve; as a rule, active = well fitted curve in the direction sought with a large enough effect; inconclusive = small, poorly fitted or top-dose-only effect, or another doubt; inactive = no such curve, though single readings can be large; an effect the other way counts as inactive or inconclusive. This is a subset, so the mix of outcomes need not match the whole.

SMILES	DRD3 antagonist	aSyn yeast inh	GLP-1R inv ag	PTHR1 ag	GLP1R ag	Abeta yeast res	FUS yeast rescue	TDP43 rescue	pAkt inh
Cc1ccc(NC(=O)c2cc(-c3ccccc3)n(CCCN3CCOCC3)c2C)cc1	-28	6%	?	i	5%	2%	-5%	7%	i
COc1cc2[nH]c(=O)n(-c3ccc(C)cc3)c(=O)c2cc1OC	-21	-1%	10%&9%	-17%&4%	0%&1%	0%&2%	0%&10%	21%&21%	i
O=c1[nH]c(=S)n(-c2ccccc2)c(O)c1C=NCCN1CCNCC1	8	0%	-9%	i	10%	3%	-5%	1%	i
Cc1sc2c(c1C)C(c1cccs1)=NCC(=O)N2CC(=O)NCc1cccs1	20	17%	?	?	4%	15%	40%	-10%	i
CC(=NCCc1ccccc1)c1c(O)n(C)c(=O)n(C)c1=O	33	18%	-13%	-16%	20%	-4%	-10%	?	i
O=C1NC(=O)N(Cc2ccco2)C(=O)/C1=C\c1cccn1CCOc1ccccc1	2	0%	-1%	i	3%	7%	1%	-14%	i
Cc1ccc(-n2nc3c(=O)n(CC(=O)NCC(C)c4ccccc4)nc(C)c3c2C)cc1 (centres undefined)	/	/	?	-28%	/	-11%	-2%	11%	/
CCOC(=O)c1ccc(NC(=O)N2CC3CC(C2)c2cccc(=O)n2C3)cc1 (centres undefined)	6	-5%	6%	27%	7%	7%	13%	-27%	i
O=C1OCCN1P(=O)(c1ccccc1)c1ccccc1	12	-10%	25%	i	-4%	7%	-15%	0%	i
CC(C(O)c1ccccc1)N(C)CCn1cnc2c1c(=O)n(C)c(=O)n2C (centres undefined)	11	-1%	16%	i	5%	-1%	7%	26%	i
C[C@]12CCC(=O)C=C1CCC1C2CC[C@@]2(C)C1CC[C@]2(C)O (some centres undefined)	5	-9%	24%	i	25%	10%	11%	?	i
C(#CCN1CCOCC1)COC/C=C/c1ccccc1	4	-4%	-1%	-18%	3%	1%	/	24%	i
O=P(NCc1ccccc1)(Oc1ccccc1)Oc1ccccc1	2	6%	?	-3%	-4%	16%	14%	19%	i
CCCCn1c(NC(=O)c2ccco2)c(C(=O)OCC)c2nc3ccccc3nc21	-12	8%	13%	-7%[57.5 µM]	3%	-9%	15%	-5%	i
CCOc1c(Cl)cc(CNCCc2c[nH]c3ccccc23)cc1OC	-1	-5%	?	i	9%	14%	-14%	15%	i
CCOC(=O)c1nc2ccccc2c(=O)n1-c1ccc(C)cc1C	-15	?	?	i	3%	-24%	-3%	11%	i
CC(C)COP(=O)(OCC(C)C)C(Nc1ccccc1)c1ccccc1 (centres undefined)	29	0%	11µM*	i	5%	-34%[inhibitor]	16%	4%	i
COc1ccc(NC(=O)c2cc([N+](=O)[O-])ccc2N2CCNCC2)cc1	-1	9%	?	-19%	15%	-4%	-4%	-22%	i
Cn1c(O)c(C=NCCCNC2CCCCC2)c(=O)n(C)c1=O	0	-1%	7%	-19%[57.5 µM]	-4%	7%	-16%	-3%	i
CN1C(=O)NC(=O)/C(=C\c2ccc([N+](=O)[O-])o2)C1=O	-15	-5%	5%	-4%	-3%	-10%	27%	1%	i
O=C(O)CC[N+](=O)[O-]	17	15%&10%	11%	-3%	-1%	1%	-33%	?	i
Cc1ccc(-c2nc(CN3C(=O)CN=C(c4ccccc4)c4cc(Cl)ccc43)c(C)o2)cc1	/	/	?	-2%	/	23%	38%	4%[9.22 µM]	/
O=C(CN1CC(c2ccccc2)CC1=O)Nc1cccc(F)c1 (centres undefined)	2	6%	17%	9%	-4%	-3%	-19%	0%	i
CC12CC[C@H]3[C@@H](CCC4(O)C[C@H](O)CCC34/C=N/NC(=O)c3ccccc3[N+](=O)[O-])C1(O)CCC2C1=CC(=O)OC1 (some centres undefined)	14	0%	?	-31%[inhibitor]	-3%	10%	13%	-21%	i
CCN(CC)c1nc2ccccc2nc1C(=O)Nc1cccc(C(C)=O)c1	/	/	?	-10%	/	-28%	35%	4%	/
COc1ccc(C=O)cc1O	?	0%	-1%	i	-2%	-2%	-23%	26%	i
CC[C@@]1(O)C(=O)OCc2c1cc1n(c2=O)Cc2cc3c(N)cccc3nc2-1	?	2%	-77%	45µM*	-24%	-21%	13%	-9%	i

A different layout for some results above:
Molecule: Cc1sc2c(c1C)C(c1cccs1)=NCC(=O)N2CC(=O)NCc1cccs1
  DRD3 antagonist: 20 | aSyn yeast inh: 17% | GLP-1R inv ag: ? | PTHR1 ag: ? | GLP1R ag: 4% | Abeta yeast res: 15% | FUS yeast rescue: 40% | TDP43 rescue: -10% | pAkt inh: i

Molecule: CC[C@@]1(O)C(=O)OCc2c1cc1n(c2=O)Cc2cc3c(N)cccc3nc2-1
  DRD3 antagonist: ? | aSyn yeast inh: 2% | GLP-1R inv ag: -77% | PTHR1 ag: 45µM* | GLP1R ag: -24% | Abeta yeast res: -21% | FUS yeast rescue: 13% | TDP43 rescue: -9% | pAkt inh: i

Part of the list above in another layout:
Values in the order – DRD3 antagonist	aSyn yeast inh	GLP-1R inv ag	PTHR1 ag	GLP1R ag	Abeta yeast res	FUS yeast rescue	TDP43 rescue	pAkt inh
O=C(O)CC[N+](=O)[O-]
    17	15%&10%	11%	-3%	-1%	1%	-33%	?	i
Cc1ccc(-c2nc(CN3C(=O)CN=C(c4ccccc4)c4cc(Cl)ccc43)c(C)o2)cc1
    /	/	?	-2%	/	23%	38%	4%[9.22 µM]	/
O=C(CN1CC(c2ccccc2)CC1=O)Nc1cccc(F)c1 (centres undefined)
    2	6%	17%	9%	-4%	-3%	-19%	0%	i
CC12CC[C@H]3[C@@H](CCC4(O)C[C@H](O)CCC34/C=N/NC(=O)c3ccccc3[N+](=O)[O-])C1(O)CCC2C1=CC(=O)OC1 (some centres undefined)
    14	0%	?	-31%[inhibitor]	-3%	10%	13%	-21%	i
CCN(CC)c1nc2ccccc2nc1C(=O)Nc1cccc(C(C)=O)c1
    /	/	?	-10%	/	-28%	35%	4%	/
COc1ccc(C=O)cc1O
    ?	0%	-1%	i	-2%	-2%	-23%	26%	i
